DAGLB inh = DAGLB lipase inhibitors, primary screen, biochemical, fluorescence, HTS; Diacylglycerol lipase-beta (Homo sapiens), Q8NCG7; HEK293T DAGLB membrane lysate, EnzChek fluorogenic substrate; inhibition, % at 5.17 µM; 0.059% of 340,000 active; AID 504411, 2011; in the data active = inhibition above about 34%;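 note: 0% = enzyme with vehicle and 100% = wells lacking enzyme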
Target sequence (Q8NCG7 whole entry, looked up): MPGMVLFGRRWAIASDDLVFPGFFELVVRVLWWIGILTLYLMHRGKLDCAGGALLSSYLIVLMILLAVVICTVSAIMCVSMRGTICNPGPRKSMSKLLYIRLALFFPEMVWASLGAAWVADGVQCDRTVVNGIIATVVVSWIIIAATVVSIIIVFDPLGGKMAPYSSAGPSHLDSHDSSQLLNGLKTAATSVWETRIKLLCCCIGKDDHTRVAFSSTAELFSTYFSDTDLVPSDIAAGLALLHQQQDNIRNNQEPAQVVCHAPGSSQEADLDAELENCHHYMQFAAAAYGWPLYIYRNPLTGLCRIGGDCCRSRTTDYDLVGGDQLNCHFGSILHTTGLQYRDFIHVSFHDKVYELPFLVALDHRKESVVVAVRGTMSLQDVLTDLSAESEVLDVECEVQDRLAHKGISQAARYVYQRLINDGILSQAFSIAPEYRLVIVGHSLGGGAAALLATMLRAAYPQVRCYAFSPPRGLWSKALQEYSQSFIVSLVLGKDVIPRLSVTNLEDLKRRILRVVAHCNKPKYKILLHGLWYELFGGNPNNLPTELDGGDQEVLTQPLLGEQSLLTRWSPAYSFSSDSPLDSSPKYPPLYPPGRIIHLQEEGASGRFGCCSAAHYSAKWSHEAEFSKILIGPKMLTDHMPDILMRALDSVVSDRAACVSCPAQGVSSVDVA
CAL PDZ FP = CAL PDZ peptide-binding inhibitors, primary screen, biochemical, fluorescence polarization, Cer-tagged CAL PDZ, HTS. inhibition, % at 20 µM. 0.02% of 330,000 active. purified CAL PDZ, TMR-peptide fluorescence polarization, 1 h. Golgi-associated PDZ and coiled-coil motif-containing protein (Homo sapiens), Q9HD26;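 active = highest replicate inhibition of at least 40%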;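 note: plate controls were DMSO neutral control wells for no effect and unlabeled competitor peptide control wells for full effect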
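System: tagged CAL PDZ domain. Schedule: 1 h room-temperature incubation prior to read. Signal: fluorescence polarization (mP). Measure: percent inhibition from loss of millipolarization.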
AddAB inh = growth inhibition of E. coli expressing H. pylori AddAB, primary screen, AddAB inhibitor project, absorbance; inhibition, % at 11.9 µM; 0.29% of 330,000 active; in the data active = inhibition above about 12%;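 note: 0% = vehicle wells of infected cells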
Wnt bcat act = Wnt/beta-catenin pathway activators, primary screen, cell-based, plate reader, single point | Wnt/beta-catenin reporter cell assay, activator | activation, % at 9.35 µM | 1.2% of 300,000 active; in the data active = activation above about 30%, passing the limit was not always enough;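 note: 0% = neutral control wells and 100% = positive control wells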
Rtt109 Vps75 = inhibitors of C. albicans Rtt109/Vps75 HAT, primary screen, biochemical, ThioGlo CoA-SH fluorescence, plate reader; Histone acetyltransferase RTT109 (Candida albicans (strain SC5314 / ATCC MYA-2876)), …; inhibition, % at 34.9 µM; purified Rtt109/Vps75, 4 h; 0.16% of 330,000 active;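 active = inhibition of at least 50% in every replicate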
Target sequence (Q5AAJ8 whole entry, looked up): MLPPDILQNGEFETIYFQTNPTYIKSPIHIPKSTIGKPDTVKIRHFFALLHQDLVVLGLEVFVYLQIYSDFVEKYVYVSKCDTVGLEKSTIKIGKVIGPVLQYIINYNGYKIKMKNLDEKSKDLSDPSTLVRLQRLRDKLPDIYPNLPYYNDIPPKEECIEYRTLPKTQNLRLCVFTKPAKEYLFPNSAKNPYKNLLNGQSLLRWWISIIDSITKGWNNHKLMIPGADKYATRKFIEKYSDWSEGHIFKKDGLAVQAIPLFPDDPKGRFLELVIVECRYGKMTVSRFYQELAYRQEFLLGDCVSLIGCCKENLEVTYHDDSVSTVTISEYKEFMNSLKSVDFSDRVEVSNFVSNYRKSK
PfHsp90 yeast 2 = growth inhibition of PfHsp90-expressing yeast, primary screen, antimalarial PfHsp90 inhibitor project, S. cerevisiae, BacTiter-Glo luminescence, single point, set 2 | AID 504621, 2011 | BacTiter-Glo ATP, 48 h; yeast lacking PDR1 and PDR3 efflux regulators | 0.32% of 310,000 active | inhibition, % at 9.4 µM;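 active = every replicate shows inhibition above about 80%, whatever the replicate mean, limit read from the data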;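 note: 0% = DMSO neutral controls and 100% = 20 µM radicicol positive controls; yeast relying on Plasmodium falciparum Hsp90 in place of its own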
Tat export inh = E. coli Tat export inhibitors, primary screen, MC4100, TorA-mCherry reporter, fluorescence, single point; inhibition, % at 10 µM; 0.036% of 340,000 active;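 active = mean replicate inhibition at least 50% and at least half of replicates individually reaching 50%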;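 note: exported cargo escapes ClpAP degradation while cytoplasmic cargo is degraded and loses fluorescence; 0% = median of neutral control wells and 100% = median of NaSCN control wells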
phage Ecoli inh = growth loss of phage-infected E. coli, primary screen, RecBCD inhibitor project, absorbance, with phage, HTS; inhibition, % at 11.9 µM; 0.26% of 360,000 active; in the data active = inhibition above about 11%
PvdQ acylase = P. aeruginosa PvdQ acylase inhibitors, primary screen, biochemical, fluorescence, plate reader and imaging, single point. PvdQ acylase [Pseudomonas aeruginosa LESB58]. purified PvdQ acylase. inhibition, % at 10 µM. 0.063% of 340,000 active. AID 488965, 2010; in the data active = inhibition above about 30%, passing the limit was not always enough;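 note: 0% = vehicle neutral wells and 100% = reference inhibitor wells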
E coli growth = E. coli V3065 growth inhibition, primary screen, counter-screen for AddAB inhibitor project, absorbance, OD600 | 18 h | inhibition, % at 11.9 µM | 0.27% of 330,000 active | AID 449728, 2010;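 active = inhibition above the campaign's mean inhibition across all tested compounds plus 3 SD, cut at about 9.9% in these data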;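 note: uninfected addAB+ strain grown without phage in ampicillin broth; 0% = DMSO wells and 100% = ciprofloxacin 0.95 µg/ml wells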
* marks the source's active call; other numbers are inactive results; / = no result given; & = joins results of further samples. Outcome played no part in choosing rows. About 1.9% of those tested had a hit in this group.

SMILES	DAGLB inh	CAL PDZ FP	AddAB inh	Wnt bcat act	Rtt109 Vps75	PfHsp90 yeast 2	Tat export inh	phage Ecoli inh	PvdQ acylase	E coli growth
CCOC(=O)c1ccc([N+](=O)[O-])c(CS(=O)(=O)c2ccc(Cl)cc2)c1	0.9	-0.7	-1.5	-0.8	-0.3	5.7	20.1	1.8	3.4	-1.2
CCOC(=O)c1nn(-c2cccc(OC)c2)c(-c2ccccc2)c1C(=O)c1ccccc1	-7.1	-0.4	1.4	/	3.1	25.3	-0.9	1.0	-2.7	0.1
COc1cc(C)ccc1OCC(=O)NCC1CCCO1 (stereo not given)	-0.8	-0.3	0.2	-0.9	6.2	/	4.9	2.1	-4.8	0.0
C=CCn1cnc2c(NCc3ccccc3)ncnc21	-3.5	-1.0	3.3	-0.8	2.0	-12.1	-7.4	3.8	-1.8	0.0
COc1cc(C(=O)Nc2ccc(NC(=O)c3ccco3)nc2)cc(OC)c1OC	2.2	-3.9	-1.9	-5.0	5.5	-1.9	-2.2	1.3	8.1	0.0
COc1cccc(-c2sc3ccccc3c2-c2ccc(OCCN3CCCCC3)cc2)c1	-10.0	-4.2	0.7	/	6.9	29.0	25.1	/	-14.5	0.5
O=C(NCCCSc1ccccc1)c1ccc(=O)[nH]c1	2.6	-0.1	4.4	-2.0	-1.2	-7.7	4.4	1.0	-2.7	3.6
COc1cc(C(=O)OCC(=O)c2cc(C)n(C)c2C)cc(NC(=O)c2ccco2)c1OC	0.5	0.0	0.2	/	1.6	/	-10.4	2.3	-2.0	-2.9
Cc1ccc(C(C)C)c(OCCCNCc2cccnc2)c1	0.3	-1.0	3.2	-1.0	0.8	8.3	-6.0	1.4	-16.2	1.9
Cc1cc(Sc2nccn2C)ncc1[N+](=O)[O-]	0.8	-2.9	-2.0	-0.6	-21.6	-6.5	-3.8	5.8	-9.5	-0.9
Cc1cc(C)c(S(=O)(=O)N2CCCCC2)cc1N(C)S(=O)(=O)c1ccc(Cl)cc1	0.6	-1.5	0.4	-6.8	6.9	0.0	-2.4	-0.3	7.0	3.1
COc1cc(NC(=O)Cc2cccc3ccccc23)c(C(=O)O)cc1OC	1.1	-0.6	-0.6	2.5	-15.4	19.1	0.7	0.8	-11.6	-1.9
Cc1cccc(C(=O)N2CCCC(N3CCN(c4ccc(F)cc4)CC3)C2)n1 (stereo not given)	1.8	-2.0	1.7	1.2	5.3	21.0	10.6	1.3	-3.5	-0.8
CCn1c(SCC(=O)Nc2cc(F)ccc2C)nnc1-c1ccccc1O	3.1	-1.9	2.1	-1.3	4.0	20.6	5.0	1.1	-6.4	-3.0
CCOCCCNC(=O)C(NC(=O)CNC(=O)c1ccccc1)c1ccc(OC)cc1 (stereo not given)	-1.7	-0.3	0.7	-2.6	-13.0	10.7	-3.2	3.5	-17.4	-0.3
O=C(CCCCCn1c(=S)[nH]c2ccc(Br)cc2c1=O)NCC1CCCO1 (stereo not given)	1.1	-1.7	-1.1	/	3.5	-0.7	-0.6	1.0	-17.2	-0.2
C[C@H]1CCC[C@]2(O[C@@H](CCO)C[C@H](O)[C@H]2O)O1	1.3	-1.4	3.4	3.5	2.4	3.1	-9.7	3.0	-2.7	2.7
O=C(NC1CC2CCCC(C1)N2C(=S)Nc1ccccc1)C1CC1 (stereo not given)	0.7	-1.3	2.7	3.2	-6.3	-68.2	6.9	1.6	-19.8	3.3
CCC(C)NCC(O)(c1ccc(Cl)cc1)c1ccc(Cl)cc1 (stereo not given)	-0.8	-3.1	-1.6	-1.0	8.8	-0.3	-13.4	3.6	-5.7	0.1
Cc1cc(NC(=O)CSCC(=O)Nc2cccc(S(=O)(=O)N3CCCCCC3)c2)no1	1.0	0.3	-0.7	3.8	-2.0	2.8	6.5	4.3	-19.5	-1.6

Structural class: those above with fluorine (2)
SMILES	DAGLB inh	CAL PDZ FP	AddAB inh	Wnt bcat act	Rtt109 Vps75	PfHsp90 yeast 2	Tat export inh	phage Ecoli inh	PvdQ acylase	E coli growth
Cc1cccc(C(=O)N2CCCC(N3CCN(c4ccc(F)cc4)CC3)C2)n1 (stereo not given)	1.8	-2.0	1.7	1.2	5.3	21.0	10.6	1.3	-3.5	-0.8
CCn1c(SCC(=O)Nc2cc(F)ccc2C)nnc1-c1ccccc1O	3.1	-1.9	2.1	-1.3	4.0	20.6	5.0	1.1	-6.4	-3.0

Quoted from the listing:
AddAB inh with Cc1cccc(C(=O)N2CCCC(N3CCN(c4ccc(F)cc4)CC3)C2)n1 (stereo not given) reads 1.7
CAL PDZ FP with CCOC(=O)c1nn(-c2cccc(OC)c2)c(-c2ccccc2)c1C(=O)c1ccccc1 reads -0.4
PfHsp90 yeast 2 with O=C(CCCCCn1c(=S)[nH]c2ccc(Br)cc2c1=O)NCC1CCCO1 (stereo not given) reads -0.7
phage Ecoli inh with C=CCn1cnc2c(NCc3ccccc3)ncnc21 reads 3.8

(further entries)
SMILES	DAGLB inh	CAL PDZ FP	AddAB inh	Wnt bcat act	Rtt109 Vps75	PfHsp90 yeast 2	Tat export inh	phage Ecoli inh	PvdQ acylase	E coli growth
CC1(C)CC2CC(C)(CN2C(=O)c2cc(-c3ccccc3)on2)C1 (stereo not given)	-6.2	0.9	1.7	-3.7	3.1	-12.0	13.3	0.5	-13.3	0.1
COc1ccc(-c2nn[nH]n2)cc1OC	-1.2	-2.6	1.9	-1.5	0.5	/	3.1	1.8	-8.7	-0.6
CCn1c(NC(=O)c2ccc(C)cc2)c2ccccc2nc1=O	-3.7	-0.5	4.3	/	0.3	-8.3	10.3	2.7	-6.2	1.1
CO/N=C/NC(=O)NOCc1ccc(Cl)cc1Cl	-0.8	-1.6	2.3	/	-14.1	-6.0	1.3	0.7	-12.5	0.5
O=C(Oc1cc(=O)oc2ccccc12)c1ccccc1	0.9	0.0	1.5	5.3	-12.5	1.6	-6.1	1.2	-8.3	-0.3
Cc1ccc(OCCn2cc(C(=O)O)c3ccccc32)cc1	-3.7	-0.9	-0.5	-1.1	1.8	3.5	-3.5	6.0	2.7	-2.6
O=C(CCc1nc(-c2cccs2)no1)NCc1ccc(F)cc1Cl	-2.5	-0.9	-3.6	-2.1	1.6	5.5	-0.4	1.0	-4.6	-2.4
O=C(Cc1cccs1)N=Nc1c(O)[nH]c2ccc(Br)cc12	4.3	0.1	-0.6	-1.7	10.0	-0.9	8.6	-0.6	-1.5	0.0
CC(C)(C)NC(=O)COc1ccc(CNCc2cccnc2)cc1	1.1	-0.5	-1.4	-2.3	2.6	/	4.0	-1.5	-5.6	-0.7
Cc1nc2cc(Cl)c(Cl)cc2n1CCCO	/	/	-1.8	-4.5	/	/	/	0.5	/	-1.7
CCCNC(=S)Nc1cccc(C(F)(F)F)c1	1.6	-3.0	5.9	/	-1.7	7.4	-0.2	5.1	13.3	4.8
CCOC(=O)/C(C#N)=C/NC(=O)NC(C)(C)C	1.1	-1.1	2.0	-2.8	-1.6	16.2	-4.4	2.5	12.2	-1.6
O=C(NC(=S)N1CCN(C/C=C/c2ccccc2)CC1)c1ccc(Cl)nc1	0.2	-2.4	-2.6	2.4	-0.7	4.6	6.2	0.8	-2.4	-3.9
COc1ccc(C(CNC(=O)c2ccc(N3CCCC3=O)cc2)N(C)C)cc1 (stereo not given)	0.3	0.2	0.3	/	0.6	5.9	-5.5	4.1	7.2	-0.4
O=C(CSc1nnc(-c2ccc(Cl)cc2)n1Cc1ccco1)c1cccs1	4.1	-2.1	2.5	/	3.9	/	13.0	-0.6	-17.5	-0.9
Cc1cccc(CCNC(=O)C2CCN(S(=O)(=O)c3c(C)noc3C)CC2)c1	-0.9	-0.6	2.1	-1.8	-10.6	14.7	3.6	3.1	-9.3	-1.8
O=C(Nc1ccccc1C(=O)NCc1ccccc1)c1ccccc1	-8.0	-1.5	-0.8	/	4.5	7.1	5.4	4.3	-11.2	-2.5
CCOC(=O)c1cc2ccccc2nc1C	1.3	-0.4	3.4	/	3.4	11.0	-9.0	-0.3	-14.4	1.2
O=C(O)CC(C(=O)Nc1ccc(Cl)c(Cl)c1)C1CCCO1 (stereo not given)	2.7	-2.5	0.9	-3.6	30.7	14.1	5.9	-0.2	-11.5	1.1
Cc1ccc(NC(=O)C2SC(=Nc3ccccc3)C(C(=O)Nc3ccc(Cl)cc3)=C2N)cc1 (stereo not given)	-11.8	-0.4	/	/	-0.3	/	-4.6	/	15.0	/
O=c1[nH]c2ccccc2[nH]c1=O	-1.1	1.1	1.5	0.1	-4.9	-7.4	2.8	-1.9	-6.3	2.0
CCOc1ncccc1C(=O)OCC(=O)Nc1ccc(C)c(S(=O)(=O)N(C)C)c1	-2.0	-1.0	5.2	-0.8	-0.5	4.1	-3.9	3.7	-3.5	4.4
CCn1cc(/C=C(\NC(=O)c2ccc(C)cc2)C(=O)NCCCN2CCOCC2)c2ccccc21	1.3	-3.6	/	0.6	-2.8	-24.4	-0.5	-1.3	-9.7	/
Cc1cc(C)nc(NS(=O)(=O)c2ccc(NS(=O)(=O)c3ccsc3)cc2)n1	/	/	-11.6	-1.1	/	/	/	4.8	/	-0.5
CC1Oc2ccccc2N(CC(=O)N2CCCCCC2)C1=O (stereo not given)	-3.5	-1.6	6.0	-1.5	-6.1	12.5	3.2	2.2	-2.5	2.3
CCSC1=C(C#N)C(c2ccccc2Cl)C(C(=O)c2cccs2)C(O)(C(F)(F)F)N1 (stereo not given)	0.8	0.0	3.2	/	3.1	-45.3	-2.7	3.2	-7.0	2.4
Cc1ccc2nc(NC(=O)[C@H](C)N3C(=O)C4CC=CCC4C3=O)sc2c1 (stereo not given in full)	-0.2	-2.0	0.9	2.7	-1.2	-9.7	11.4	0.2	-12.6	-1.0
CC(C)CC1Nc2ncnc(N3CCOCC3)c2N(Cc2ccccc2)C1=O (stereo not given)	3.4	0.0	0.7	-0.8&-2.1	-2.7	-13.8	-2.4	1.8&2.0	-8.9	1.6
COc1cc(CCC(=O)Nc2ccncc2Cl)cc(OC)c1OC	-1.1	-3.0	2.4	0.3	9.0	-0.6	-5.2	1.2	-5.8	-0.8
CCn1c(C)c(C)c2cc(C(=O)NCCCN3CCCCCC3)ccc21	3.8	-2.3	3.9	-0.6	40.9	-10.1	1.5	3.7	12.5	-0.7
N#C/C(=C/c1cccc([N+](=O)[O-])c1)C(=O)Nc1ccccc1O	-0.1	0.3	2.1	1.6	14.7	10.6	-4.8	2.6	6.3	-2.8
C[C@H](NS(=O)(=O)c1ccc(Cl)cc1)C(=O)OCC(=O)NCCc1ccc(S(N)(=O)=O)cc1	-0.3	-1.2	/	-0.9	1.1	/	5.7	0.3	-11.2	/
Cc1cc(NC(=O)Cn2cc([N+](=O)[O-])cn2)n(Cc2ccc(F)cc2)n1	-1.0	-1.2	1.2	-0.1	2.0	-3.8	9.7	1.0	0.8	0.8
Cc1cccc(OCC(=O)Nc2ccc3nc(C)sc3c2)c1	-3.4	-1.1	3.0	0.1	22.0	42.3	-4.4	3.5	7.2	2.6

Screening data from PubChem BioAssay.
